Eya2 inh: Eya2 (human) phosphatase inhibition; Potency, µM (series often up to 76.9 µM), without a hit: at the top dose activity, negative = inhibition, actives largely listed as inhibitors; AID 488837; recombinant Eya2, OMFP fluorescence dephosphorylation (OMFP is methylfluorescein phosphate); O00167; 0.006% of 330,000 active; further: potency means the concentration at half of the fitted maximal effect; on the % scale 0 is the no-effect control and ±100 the full control effect
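Eya2 protein (added as 0.2 uM solution) was preincubated with compound for 10 min at ambient temperature in 50 mM HEPES pH 7.5, 50 mM NaCl, 5 uM MgCl2, 0.05% BSA, 1 mM DTT. OMFP (added at 50 uM) then reacted 10 min; fluorescence read at 485/525 nm.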
uPA generation: blocks generation of uPA at the cell surface | cell surface uPA generation assay, qHTS | Potency, µM (doses to about 38.3 µM), for the others: at the highest dose activity change, negative = inhibition, hits mostly inhibitors | 0.31% of 330,000 active; active means well fitted inhibition curve with a large enough effect; inconclusive means small, poorly fitted or top-dose-only effect; inactive means no such curve, though single readings can be large or run the other way; tested in mouse RAW 264.7 cells; further: potency means the concentration at half of the fitted maximal effect; on the % scale 0 is the no-effect control and ±100 the full control effect; nearly all actives have a fitted effect of over 55% in size
TSG101-PTAP inh: blocks PTAP/TSG101 interaction to inhibit HIV-1 budding; Q99816; Fluorescence polarization, FITC-PTAP peptide / Tsg101 binding; Potency, µM (doses to about 115 µM), without a hit: at the highest dose activity change, negative = inhibition, most hits filed as inhibitors; 340,000 tested, under 10 active; AID 493005; active means well fitted inhibition curve with a large enough effect in the main read-out, with a control signal flat, not every such curve was filed as active; inconclusive means small, poorly fitted or top-dose-only effect, or effect the other way, or a change in a side signal; inactive means no such curve, though single readings can be large or run the other way; further: potency means the concentration at half of the fitted maximal effect; % of control where 0% means no effect
Target sequence (Q99816 whole entry, looked up): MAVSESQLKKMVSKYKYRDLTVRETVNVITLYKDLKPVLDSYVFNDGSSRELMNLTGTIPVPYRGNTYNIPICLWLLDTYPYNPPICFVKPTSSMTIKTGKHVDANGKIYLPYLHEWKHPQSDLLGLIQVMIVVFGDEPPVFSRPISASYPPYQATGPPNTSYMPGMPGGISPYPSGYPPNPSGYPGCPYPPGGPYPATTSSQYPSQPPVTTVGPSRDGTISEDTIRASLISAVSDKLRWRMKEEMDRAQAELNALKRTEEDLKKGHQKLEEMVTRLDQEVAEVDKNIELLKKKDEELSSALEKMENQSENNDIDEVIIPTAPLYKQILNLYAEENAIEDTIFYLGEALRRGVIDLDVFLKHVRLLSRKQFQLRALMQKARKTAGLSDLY
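Steps: Tsg101 binding domain dispensed (10 uM final), compounds pinned in DMSO, FITC-labeled PTAP-motif peptide added (50 nM final); after 20 min binding at room temperature, polarization measured.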
B2AR arrestin: beta2AR (human) beta-arrestin recruitment activity; beta-arrestin recruitment to beta2AR, cell-based reporter; P07550; Potency, µM (doses to about 46.1 µM), for inactives: at the highest dose activation, usual class: activators; 0.02% of 330,000 active;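 further: potency means the concentration at half of the fitted maximal effect; 0% = DMSO controls and full agonism = EC100 isoproterenol or metaproterenol; nearly all actives have a fitted effect of over 65% in size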
BRCA1 expr act: activators of BRCA1 expression | 1.1% of 380,000 active | Potency, µM (titrated, usually from 46.1 µM), without a hit: at the highest dose activation, hits mostly activators | MCF7-BRCA1-FFLuc reporter, luminescence, 48 h; response scale: scaled: vehicle 0%, 10 µM genistein 100%; further: potency means the concentration at half of the fitted maximal effect; nearly all actives have a fitted effect of over 80% in size; some results filed as inactive show a strong effect at the top dose
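Compounds are tested at multiple concentrations on MCF7 BRCA1-luciferase reporter cells seeded at 2000 per well; after 48 h, a single luminescence end-point is taken and curves fitted to the normalized data.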
USP2a inh: inhibitors of human ubiquitin-specific protease USP2a; O75604; USP2 core, Ub-CHOP2 coupled fluorogenic reporter, 485/531; Potency, µM (doses to about 38.3 µM), without a hit: at the top dose activity change, negative = inhibition, actives largely listed as inhibitors; 0.01% of 330,000 active; AID 463254;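 further: potency means the concentration at half of the fitted maximal effect; plate controls were DMSO wells for no effect and full inhibition by NEM control for full effect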
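Deubiquitinase activity read as fluorescence (485/531 nm) after Ub-CHOP2 cleavage activates the enterokinase reporter on its substrate; USP2 core 10nM, Ub-CHOP2 and substrate 25nM each, 30min compound preincubation then 60min RT; data normalized to NEM, curves fitted.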
TRPV1 ag: agonists of human vanilloid receptor 1 (TRPV1); Q8NER1; TRPV1-expressing cells, Fluo-8 calcium influx, agonist mode; activation, % at 8.33 µM; 0.19% of 320,000 active; AID 540275; in the data active means activation above about 80%; inconclusive means between about 30% and that limit; further: 0% is about no effect
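Cells expressing TRPV1 were dye-loaded with Fluo-8 and read kinetically: 10 s baseline, 3 min after compound (agonist portion), then 2 min after EC20 capsaicin (allosteric enhancer portion). Calcium-bound dye fluorescence at 480/520 nm.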
ASM inhibitor: human S-ASM enzyme inhibition | P17405 | placental ASM, HMU-PC fluorogenic substrate, 60 min | Potency, µM (titrated, usually from 57.5 µM), for inactives: at the highest dose activity change, negative = inhibition, actives largely listed as inhibitors | 0.006% of 340,000 active | AID 504937; further: potency means the concentration at half of the fitted maximal effect
Target sequence (P17405 47-631 limits assumed): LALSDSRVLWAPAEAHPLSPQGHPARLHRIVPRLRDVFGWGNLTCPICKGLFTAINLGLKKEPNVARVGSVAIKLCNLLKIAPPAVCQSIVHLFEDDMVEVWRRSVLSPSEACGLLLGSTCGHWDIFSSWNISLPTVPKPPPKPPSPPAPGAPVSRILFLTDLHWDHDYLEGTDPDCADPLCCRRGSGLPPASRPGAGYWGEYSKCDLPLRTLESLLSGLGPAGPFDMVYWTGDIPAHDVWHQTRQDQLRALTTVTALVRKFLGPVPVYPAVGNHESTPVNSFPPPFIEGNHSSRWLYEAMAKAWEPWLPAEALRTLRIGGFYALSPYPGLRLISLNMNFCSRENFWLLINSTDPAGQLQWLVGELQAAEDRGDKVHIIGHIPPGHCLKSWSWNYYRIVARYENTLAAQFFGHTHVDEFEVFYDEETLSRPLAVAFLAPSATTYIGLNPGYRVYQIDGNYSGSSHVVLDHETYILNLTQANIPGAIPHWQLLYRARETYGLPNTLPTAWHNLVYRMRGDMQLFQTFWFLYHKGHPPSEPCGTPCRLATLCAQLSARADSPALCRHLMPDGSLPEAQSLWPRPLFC
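Fluorescence read-out (Ex 386 nm, Em 447 nm) after stopping the reaction at pH 10. Enzyme: ASM from human placenta; substrate HMU-PC0, 9 uM final; 60 min, 37 °C. Compound preincubation 10 min, ambient temperature.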
p53 reactivator: restores transcriptional activity of mutant p53; H1299 p53-A138V BP100-luciferase reporter, luminescence, 24 h; AID 504706; 0.063% of 320,000 active; Potency, µM (highest dose often 92.2 µM), for inactives: at the highest dose activity change, positive = activation, hits mostly activators; further: potency means the concentration at half of the fitted maximal effect; % of control where 0% means no effect; nearly all actives have a fitted effect of over 45% in size
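p53-null H1299 cells stably carrying temperature-sensitive p53-A138V and a BP100-luciferase reporter were pinned with compounds (4-point, 1:5 series) and held 24 hrs at 37 deg C. Luminescence was read 10 min after detection reagent.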
a7 integrin act: activators of alpha7 integrin expression for muscular dystrophy. 0.064% of 350,000 active. Potency, µM (series often up to 38.3 µM), for the others: at the highest dose activation, usual class: activators. alpha7betagal myoblasts, beta-gal FDG fluorescence, 48 h. AID 624291;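 further: potency means the concentration at half of the fitted maximal effect; 100% = response of the positive control SU9516; nearly all actives have a fitted effect of over 60% in size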
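alpha7betagal+/- myoblasts (passage 13, 250/well) treated 48 h at 37C with compounds at 1:260 dilution of DMSO stock. Lysed, then beta-galactosidase activity read as FDG fluorescence (ex 480/em 540) after 30 min, with pre-read for autofluorescence.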
ELG1 genotoxic: induces genotoxicity in HEK293T cells with luciferase-tagged ELG1; HEK293T ELG1-luciferase reporter, luminescence, 16 h; AID 504466; Potency, µM (highest dose often 46 µM), without a hit: top-dose activity change, positive = activation, usual class: activators; 1.3% of 330,000 active; further: potency means the concentration at half of the fitted maximal effect; % of control where 0% means no effect; nearly all actives have a fitted effect of over 60% in size
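Step 1: seed 2,000 HEK293T ELG1-luciferase cells per well. Step 2: add compound or DMSO, incubate 16 hr at 37 °C. Step 3: ONE-Glo, 30 min at room temperature, read luminescence.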
* marks the source's active call; other numbers are inactive results; ? = inconclusive; / = no result given; [ ] = dose if it differs, or a comment. Unless noted, the call rests on the fitted dose curve; in most records, active means well fitted curve in the direction sought with a large enough effect; inconclusive means small, poorly fitted or top-dose-only effect, or another doubt; inactive means no such curve, though single readings can be large; an effect the other way counts as inactive or inconclusive.

SMILES,ASM inhibitor,USP2a inh,Eya2 inh,B2AR arrestin,p53 reactivator,uPA generation,a7 integrin act,BRCA1 expr act,TRPV1 ag,ELG1 genotoxic,TSG101-PTAP inh
CC1(C)CC(=O)C2=C(C1)OC(N)=C(C#N)C21C(=O)N(CN2CCOCC2)c2ccccc21 (centres undefined),-2%,4%,2%,-0.5%,0%,3%,1%,-7%,-1,3%,-5%
O=S(=O)(Nc1ccc(N2CCCCC2)cc1)c1cccc2cccnc12,-4%,-1%,-32%,0.1%,0%,-3%,-34%,-9%,2,?,-5%
COc1ccc2c(c1)C(=O)c1ccccc1CO2,4%,1%,-6%,0.1%,?,-7%,8%,?,-5,?,-1%
COc1ccc(-c2[nH]ncc2CNCC(C)(C)N2CCOCC2)cc1F,9%,2%,2%,0.1%,-6%,4%,-11%,13%,-1,-12%,-1%
CCOC(=O)C1(CCCc2ccccc2)CCN(CC(O)CO)CC1 (centres undefined),0%,0%,-9%,-1.1%,-5%,-2%,5%,9%,-10,-3%,0%
CCN(CC)CCNCc1ccc(-c2ccc(Cl)cc2)o1,0%,1%,-6%,-0.4%,-5%,-2%,-44%,-22%,1,-4%,-7%
COCCn1cnc2c(c1=O)c1nc3ccccc3nc1n2/N=C/c1ccc(OC)c(OC)c1,-1%,2%,-6%,-0.9%,3%,3%,0%,4%,3,-2%,1%
Cc1cc(N2C(=O)CC(Cc3ccccc3)C2=O)no1 (centres undefined),-2%,-1%,3%,0.2%,4%,7%,10%,-8%,3,5%,-1%
Cc1noc(C)c1C(=O)N(CC(=O)Nc1ccc(Cl)c(C(F)(F)F)c1)Cc1ccco1,-2%,1%,2%,0.3%,1%,8%,8%,-51%,0,-2%,-1%
CN(C(=O)COC(=O)c1ccccc1SCC(=O)N1CCCC1)C1CCS(=O)(=O)C1 (centres undefined),-1%,0%,9%,-0.2%,12%,10%,17%,-4%,1,4%,-1%
CCc1noc(C)c1C(=O)Nc1sc(C(=O)N(C)C)c(C)c1C(=O)OC,-2%,0%,-34%,0.0%,5%,0%,-8%,-8%,1,6%,-4%
COc1cc2ccccc2cc1C(=O)OCC(=O)N(C)c1c(N)n(Cc2ccccc2)c(=O)[nH]c1=O,98%[activator],0%,28%,0.3%,-4%,17%,-14%,3%,0,0%,0%
COCCOC(=O)c1c(C)oc2cc(Br)c(OCC(N)=O)cc12,3%,1%,2%,0.4%,-2%,-7%,20%,-4%,0,0%,-5%
CCOC(=O)c1c(C)[nH]c(C(=O)CSc2nnnn2-c2ccc(C)cc2)c1C,1%,0%,-12%,0.3%,1%,/,21%,-36%,9,-4%,1%
Cc1ccc2nc(CSc3nnc4ccccn34)cc(=O)n2c1,9%,4%,-13%,-0.2%,10%,3%,4%,0%,-1,12%,-2%
Cc1cccc(NC(=S)NCCc2ccc3c(c2)OCCO3)c1C,0%,3%,-3%,0.1%,-2%,1%,-5%,-3%,26,-5%,-2%
CC12CN3CC(C)(CN(C1)C3c1c[nH]c3ccccc13)C2=O (centres undefined),0%,0%,-6%,-0.6%,3%,3%,-24%,-12%,6,-2%,0%
CC(CNC1CCCCC1)OC(=O)c1ccc([N+](=O)[O-])cc1 (centres undefined),-1%,/,/,/,/,3%,19%,-6%,/,/,5%
Cc1cccc2cc(CN(Cc3cccnc3)C(=O)c3cccs3)c3nnnn3c12,/,1%,8%,0.0%,-3%,/,/,/,1,1%,/
CC(=O)c1sc(NC(=O)C(C)(C)C)nc1C,3%,4%,1%,0.0%,-2%,-5%,2%,22%,3,2%,-5%
CNC(=O)COC(=O)c1ccccc1NC(=O)c1ccco1,3%,2%,?,-0.6%,0%,1%,-30%,1%,/,-3%,-4%
Cc1cc(N/N=C/c2ccncc2)nc2ccccc12,-1%,1%,2%,-0.4%,-2%,?,?,5.6µM*,3,?,-1%
CCCCNC(c1ccccc1)c1ccncc1 (centres undefined),2%,0%,9%,-0.1%,0%,5%,-17%,-1%,6,-4%,-6%
CCCCn1c(SCC2CCCO2)nc2cc(S(N)(=O)=O)ccc21 (centres undefined),-3%,1%,19%,-0.2%,16%,0%,-15%,-27%,16,-1%,-3%
O=C(CN1CC(=O)Oc2ccccc21)OCC(=O)c1ccc(Br)cc1,-1%,/,/,/,/,-9%,-42%,1%,/,/,-7%
N#CC1(N2CCN(C(=O)c3ccccc3)CC2)CCCCC1,2%,2%,8%,0.1%,-1%,14%,-25%,6%,7,-2%,-9%
Cc1cc(S(=O)(=O)NCC(c2ccccc2)c2ccccc2)ccc1-n1cnnn1,-3%,1%,-3%,0.0%,6%,/,-5%,-47%,0,-9%,-8%
O=C(N/N=C/c1ccc(-c2cccc([N+](=O)[O-])c2)o1)c1ccc([N+](=O)[O-])cc1,-9%,0%,-11%,0.3%,-2%,-1%,6%,0%,1,-10%,-5%
CC(=O)Nc1nc2ccccc2n1Cc1ccccc1,1%,0%,?,0.4%,4%,-3%,-18%,-10%,2,7%,-4%
Cc1nn(C)cc1C(C(=O)NC1CCCCC1)N(C(=O)Cc1cccs1)c1ccc(C(C)C)cc1 (centres undefined),-2%,2%,7%,-0.3%,-6%,/,10%,-51%,/,1%,-2%
CC(C)OCCCNc1nc(Cl)nc2c1cnn2C,4%,/,/,/,/,-6%,19%,-2%,/,/,-3%
O=C(O)CC(CNS(=O)(=O)c1cccc2nsnc12)c1ccccc1 (centres undefined),9%,-4%,0%,0.0%,-3%,5%,-2%,-10%,-1,4%,-4%
COC(=O)c1cc(NC(=O)c2cc(-c3ccc(Cl)cc3)oc2C(F)(F)F)ccc1N1CCOCC1,?,-2%,-19%,-0.4%,3%,-14%,-38%[inhibitor],-72%,3,-14%,-2%
Cc1ccc(S(=O)(=O)N2CCN(CC(=O)N/N=C\c3cccnc3)CC2)cc1,2%,1%,2%,-0.2%,3%,-2%,20%,19%,7,0%,0%
Cc1c2c(=O)n(-c3nc4ccccc4s3)nc-2cc(O)n1Cc1ccccc1,1%,?,1%,0.5%,3%,2%,-5%,7%,1,-1%,-6%
O=C(NCCc1ccccc1)C(=O)NCC1CCNCC1,/,-7%,-11%,0.3%,4%,/,/,/,0,0%,/
O=C(Cn1cccc1C(=O)c1ccccc1)NCc1ccccc1,5%,3%,-4%,-0.3%,14%,4%,16%,35%,10,?,1%
CCC1=C(OC(=O)N(CC)CC)N2C(=O)OC(=NCC(=O)OC)[C@]2(Cc2ccccc2)[C@H]2C1=CC[C@H]1C(=O)NC(=O)[C@H]12,-1%,1%,4%,-0.6%,0%,-9%,8%,-7%,-2,1%,-1%
CC#CCN1c2ccccc2[C@]23C[C@@H](C(=O)OC)N(C(=O)NC4CCCCC4)C2=NC(C(=O)OC)=C(C(=O)OC)[C@H]13,-1%,/,/,/,/,0%,22%,7%,/,/,-4%
Cc1cc2ncn(-c3ncnc4sc5c(c34)CCCC5)c2cc1C,2%,1%,-4%,0.3%,3%,1%,-5%,-16%,22,-1%,3%
NC(=S)N/N=C\c1ccc(-c2cccc(Cl)c2Cl)o1,6%,-5%,-13%,?,?,-5%,22%,-2%,13,-1%,-1%
COc1ccc(NC(=O)N(CCc2ccccc2)Cc2cc3c(C)cc(C)cc3[nH]c2=O)cc1,-19%,4%,5%,-0.9%,1%,-1%,32%,1%,0,0%,1%
N=c1sccn1CC(=O)Nc1cc(S(=O)(=O)N2CCCC2)ccc1Cl,0%,1%,-14%,-0.3%,-4%,1%,20%,11%,0,-1%,2%
Cc1[nH]c(=O)[nH]c(=O)c1NC(=O)CSc1ncccc1-c1nc2ccccc2[nH]1,-7%,4%,15%,4.4%,10%,/,11%[7.66 µM],12%,-1,6%,2%
COc1ccccc1CNC(=O)C1Cc2cc(S(=O)(=O)N3CCCC3)ccc2N1C(C)=O (centres undefined),0%,0%,-3%,-0.2%,15%,-1%,36%,-19%,9,-2%[9.26 µM],4%
CCc1nnc(SCC(=O)Nc2ccc(N3CCOCC3)cc2)o1,-3%,3%,-2%,0.0%,2%,-15%,-19%,9%,0,1%,-1%

Assay outcomes as filed in PubChem.
